# Screening data deposited in PubChem BioAssay by several laboratories.
# IL1B NFkB inh: inhibitors of IL-1B driven NFkB p65 nuclear import, primary screen, imaging, HUVEC, IL-1B stimulus, high-content imaging | HUVEC IL-1B NFkB p65 nuclear translocation imaging | inhibition, % at 2 µM | 94,000 tested, 0.43% active | AID 796, 2007;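 active = inhibition above about 30% together with a positive call from visual inspection of the well image, limit read from the data; inconclusive = inhibition above a set limit but visual check negative; inactive = inhibition not above a set limit, visual check negative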;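 note: nuclear over cytoplasmic p65 intensity ratio measured by imaging; 0% = IL-1B stimulated DMSO wells and 100% = unstimulated DMSO wells; values of inactives mirror those of a sister screen read the other way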
# PLAP inhibitors HTS: PLAP enzyme inhibitors, biochemical, luminescence, HTS (AID 690). purified PLAP, luminescent substrate; higher % means a stronger effect. 96,000 tested, 0.08% active. inhibition, % at 20 µM; hits with a dose series show IC50 in µM. Alkaline phosphatase, placental type (Homo sapiens); in the data active = a potency from the dose series; inactive = the rest, 99 in 100 with inhibition below about 30%; note: strong numbers were not always called active
# Bcl-B displacement: displacers of TR3 peptide from Bcl-B, primary screen, selectivity assay for Bfl-1 inhibitor project, biochemical, fluorescence polarization | Bcl-2-like protein 10 (Homo sapiens) | FP displacement of FITC-TR3 peptide from Bcl-B; higher % means a stronger effect | displacement, % at 20 µM; hits with a dose series show IC50 in µM | 96,000 tested, 0.11% active | AID 748, 2007;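 active = displacement above 50% at 20 µM plus a fluorescence interference ratio under 1.5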;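 note: plate controls were wells without compound for no effect and wells lacking Bcl-B protein for full effect; a part of the inactive calls stands beside numbers as strong as those of hits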
# NFkB transloc pot: enhancers of NFkB p65 translocation in HUVEC – imaging, IL-1B stimulus, high-content imaging, primary screen; AID 819, 2007; HUVEC IL-1B NFkB p65 nuclear translocation imaging; 94,000 tested, 0.3% active; activation, % at 2 µM;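 active = activation above 40%, about the mean plus 3 SD, also judged a hit on visual image review; inconclusive = activation above 40% but not a hit on visual review; inactive = activation not above 40% and no visual hit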;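 note: percent activation is computed from the nuclear over cytoplasmic p65 intensity ratio; values of inactives mirror those of a sister screen read the other way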
# MRP resist rev: reversal of MRP1-mediated doxorubicin resistance, primary screen, H69AR cells, doxorubicin co-treatment. differential viability (reversal), % at 10 µM. H69AR cells + 2 uM doxorubicin, CellTiter-Glo, 72 h. 85,000 tested, 0.04% active;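 active = viability drop by adding the cancer drug above about 55%, with treated viability meeting a 40% cutoff, limit read from the data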;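 note: viability without doxorubicin minus viability with 2 µM doxorubicin for each compound; larger differential means the compound sensitizes cells more to doxorubicin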
# MRP resist rev cytotoxicity: recorded beside MRP resist rev, whose call it bears; viability, %; H69AR cells, CellTiter-Glo, 72 h; measured here: cytotoxicity without doxorubicin
# MRP resist rev with doxorubicin: further read-out of MRP resist rev, marked with its call; viability, %; measured here: viability with 2 uM doxorubicin; stronger effect = lower value
# IL1B NFkB inh cell count 2 µM: further read-out of IL1B NFkB inh, marked with its call; cell count; measured here: cells passing quality filter;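 raw number of nuclei counted in each imaged well without normalization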
# NFkB transloc pot cell count 2 µM: second read-out of NFkB transloc pot, no call of its own (marks repeat the call); cell count; measured here: cells passing quality filter
# * marks the source's active call; other numbers are inactive results; ? = inconclusive; / = not tested or not shown. Only part of the results is shown, so the mix of outcomes need not match the whole.
SMILES,IL1B NFkB inh,IL1B NFkB inh cell count 2 µM,PLAP inhibitors HTS,Bcl-B displacement,NFkB transloc pot,NFkB transloc pot cell count 2 µM,MRP resist rev,MRP resist rev cytotoxicity,MRP resist rev with doxorubicin
Cc1cc(C2C(=O)C(C(=O)c3ccc(Cl)cc3)C(=O)CC2(C)C)on1 (centres undefined),/,/,-35.9%,-5.9%,/,/,-0.8,95.4,96.2
CCC(=O)Nc1nnc(Sc2ccc(N(C)C)cc2)s1,3.0,126,1.2%,-6.8%,-3.0,126,/,/,/
CCOc1cc(CNc2ccc3c(c2)CCC3)ccc1O,2.8,182,-5.9%,-12.9%,-2.8,182,-0.3,53.2,53.5
COc1ccc(OC)c(C2CC(=O)c3c([nH]c(C(=O)OCC4CCCO4)c3C)C2)c1 (centres undefined),12.7,53,-4.9%,-1.4%,-12.7,53,/,/,/
O=C(CCSc1nnc2scc(-c3ccccc3)n12)Nc1nc(-c2ccccc2)ns1,13.3,102,-1.4%,-4.0%,-13.3,102,10.2,108.7,98.5
O=C(Nc1ccon1)C1CCN(S(=O)(=O)c2cccs2)CC1,-16.8,132,/,/,16.8,132,7.8,87.8,80.0
COc1ccc(-c2cc(=O)[nH][nH]2)cc1,/,/,-30.8%,-4.3%,/,/,14.7,88.5,73.7
COc1ccc(C(=O)c2c(C)oc3cc([N+](=O)[O-])c(O)c([N+](=O)[O-])c23)cc1,-48.7,146,8.1%,2.2%,?,/,/,/,/
CC(=O)NC1N=C(C)N(c2ccccc2)C1=O (centres undefined),9.6,134,-9.7%,8.4%,-9.6,134,9.1,97.8,88.7
CCOC(=O)COc1ccc(S(=O)(=O)NCC2CCCO2)cc1 (centres undefined),-12.7,125,/,/,12.7,125,-1.9,86.4,88.3
O=c1cc(CSc2ccc(S(=O)(=O)N3CCCCC3)cn2)nc2sccn12,-15.3,115,-53.5%,49.6%,15.3,115,-11.5,76.2,87.7
CCC(CC)c1nnc(NS(=O)(=O)Cc2ccccc2)s1,0.3,140,-27.3%,-1.7%,-0.3,140,1.9,87.2,85.3
Cc1ccc(CN(Cc2cc3cc(C)ccc3[nH]c2=O)C(=O)N2CCOCC2)cc1,-8.2,122,-44.4%,11.3%,8.2,122,-11.3,72.9,84.2
Cn1nnnc1SCC(=O)Nc1ccccc1C(=O)NC1CC1,1.8,160,-3.7%,16.9%,-1.8,160,21.3,104.3,83.0
CC(C)(C)NS(=O)(=O)c1ccc2c(c1)oc(=O)c1cc(S(=O)(=O)NC(C)(C)C)ccc12,-9.6,65,-24.6%,-12.9%,9.6,65,10.9,95.2,84.3
O=c1[nH][nH]c(-c2ccccc2)c1C=Nc1cccc(Cl)c1,8.8,185,-13.7%,-3.3%,-8.8,185,/,/,/
CC(C)(C)NC(=O)c1cc(NC(=O)c2ccco2)cc(NC(=O)c2ccco2)c1,-7.0,136,-39.8%,-3.3%,7.0,136,-10.1,76.7,86.8
C#CCSc1nsc(SCC#C)c1C#N,-16.7,176,3.0%,-5.5%,16.7,176,/,/,/
O=C(CSc1nnc2ccccn12)N1CCOCC1,6.3,89,13.6%,-11.0%,-6.3,89,0.3,95.6,95.3
Cn1c(SCC(=O)NCCc2ccccc2)nnc1-c1ccco1,8.0,151,8.3%,-3.3%,-8.0,151,-2.2,89.9,92.1
O=C(c1ccco1)N1CCN(Cc2ccccc2C(F)(F)F)CC1,-22.5,134,/,/,22.5,134,-2.0,86.6,88.7
Cc1nc2nc3c(c(=O)n2[nH]1)CCCC3,-20.7,144,-18.8%,8.2%,20.7,144,/,/,/
CCOC(=O)c1cccc(NC(=O)CSc2nnc(COc3ccccc3C)o2)c1,-32.9,204,-37.7%,-2.4%,32.9,204,12.8,83.8,71.0
Cc1cc(C)c(S(=O)(=O)N(C)CC(=O)NC2CCCC2)c(C)c1,-0.1,157,7.1%,-3.0%,0.1,157,12.3,85.8,73.4
Cc1nnc2n(Cc3ccccc3)c(=O)c3c4c(sc3n12)CCCC4,/,/,9.7%,12.0%,/,/,1.1,87.3,86.2
Cc1ccc(NC(=O)CCC(=O)NNC(=O)c2ccco2)c(C)c1,2.5,133,-46.4%,-1.1%,-2.5,133,/,/,/
N#Cc1c(N)n(CCNC(=O)c2ccc(Cl)cc2)c2nc3ccccc3nc12,1.8,167,5.6%,-16.7%,-1.8,167,/,/,/
O=C(CC1CCCCC1)N1CCCC(c2nc(-c3ccc(S(=O)(=O)N4CCCC4)cc3)no2)C1 (centres undefined),-8.3,196,-57.5%,0.1%,8.3,196,/,/,/
Cc1c(C(=O)N2CCOCC2)sc(NC(=O)c2ccc3c(c2)OCO3)c1C#N,-16.4,63,-14.0%,-8.6%,16.4,63,/,/,/
CCOc1ccc(NC(=O)CSc2nnc(-c3ccccn3)n2N)cc1,5.2,100,-7.9%,3.2%,-5.2,100,-10.5,93.2,103.7
O=C(Nc1ccccc1C(=O)N1CCCCC1)C1CCCCC1,/,/,10.1%,-13.6%,/,/,-0.2,89.3,89.5
Cc1cccc(Cn2cnc3c(nnn3Cc3ccccc3F)c2=O)c1,-21.2,187,5.6%,-2.5%,21.2,187,4.5,96.1,91.6
O=C(NC1=NCCS1)c1ccc(Cl)c(S(=O)(=O)N2CCCCC2)c1,-11.0,141,-61.9%,-8.0%,11.0,141,/,/,/
CCC(SC1=Nc2ccccc2C2=NC(CC(C)C)C(=O)N12)C(=O)Nc1ccc2c(c1)OCO2 (centres undefined),5.3,149,-38.3%,2.8%,-5.3,149,20.0,61.3,41.3
CCn1c(SCC(=O)Nc2cc(C)on2)nnc1-c1ccc(S(=O)(=O)N2CCCC2)cc1,1.4,142,-2.2%,2.0%,-1.4,142,9.8,92.2,82.4
CCOC(=O)N1CCN(C(=O)COc2cc(=O)n(CC)c3ccccc23)CC1,12.2,110,-17.8%,2.4%,-12.2,110,2.5,68.7,66.2
Cc1ccnc(N2C(=O)c3cccc4c([N+](=O)[O-])ccc(c34)C2=O)c1,2.3,86,-18.7%,132.3%,-2.3,86,/,/,/
O=C1c2ccccc2C(=O)N1CCN1CCOCC1,9.1,135,17.2%,-1.8%,-9.1,135,-14.3,85.0,99.3
Cc1ccc(NC(=O)C2CCN(S(=O)(=O)c3ccc(F)cc3)CC2)cc1,-14.4,70,24.1%,-8.9%,14.4,70,-8.2,76.3,84.5
CN1CCN(c2nc3c(c(=O)[nH]c(=O)n3C)n2CCCSc2ncccn2)CC1,-9.8,93,8.7%,1.8%,9.8,93,/,/,/
Cc1cc(C(C)(C)C)oc1C(=O)N1CCN(C(=O)c2oc(C(C)(C)C)cc2C)CC1,8.4,98,-19.5%,-8.3%,-8.4,98,-13.0,65.6,78.6
Cc1cc(Nc2ccccc2N2CCOCC2)n2ncnc2n1,-2.1,179,-63.8%,3.7%,2.1,179,0.4,82.2,81.8
Cc1ccc2c(CC(=O)OC(C)C(=O)NCc3ccc4c(c3)OCO4)coc2c1 (centres undefined),3.6,132,-5.0%,4.8%,-3.6,132,17.8,98.2,80.4
CC(C)C(c1nnnn1Cc1ccccc1)N1CCC(C(N)=O)CC1 (centres undefined),/,/,-7.9%,3.9%,/,/,16.6,92.6,76.0
CC(OC(=O)c1cccs1)C(=O)NCc1cccs1 (centres undefined),8.0,123,12.8%,1.5%,-8.0,123,16.8,106.1,89.3
COc1ccccc1CNC(=O)CSc1nc2nc(C)cc(C)n2n1,9.8,160,-2.2%,1.4%,-9.8,160,10.8,105.2,94.4
CCn1nnnc1SCCSc1nnnn1CC,-21.4,110,-0.3%,2.4%,21.4,110,-5.9,86.1,92.0
Cc1nn(Cc2ccccc2)c(C)c1NC(=O)Cn1nc([N+](=O)[O-])c(Cl)c1C,3.3,106,7.8%,1.0%,-3.3,106,/,/,/
CCC(C)[C@H](N)c1nnc(SCc2cccc(F)c2)o1 (some centres undefined),-0.9,122,-9.6%,5.8%,0.9,122,8.6,94.3,85.7
COc1cc2c(cc1OC)C(c1cc3cc4c(cc3[nH]c1=O)OCO4)N(C(=O)C(C)C)CC2 (centres undefined),-6.2,74,/,/,6.2,74,3.7,86.7,83.0
O=C(CN1CCN(S(=O)(=O)c2ccc(Br)cc2)CC1)Nc1ccc(F)cc1,5.7,52,-25.8%,1.2%,-5.7,52,-0.3,1.6,1.8
CCCC(C(=O)NCc1ccco1)N(C(=O)CNS(=O)(=O)c1ccc(Cl)cc1)C1CCCC1 (centres undefined),8.4,138,-57.8%,-41.8%,-8.4,138,9.1,80.8,71.7
c1cncc(-c2nc(-c3ccco3)cs2)c1,11.3,113,-61.8%,10.8%,-11.3,113,12.4,101.8,89.4
O=C(Cn1nnc(-c2ccccc2)n1)c1ccccc1,/,/,33.7%,10.4%,/,/,12.4,99.9,87.5
CCOC(=O)c1[nH]nc2c1C(=O)N(Cc1ccccc1)C2=O,12.4,167,-11.3%,10.1%,-12.4,167,6.6,98.0,91.5
Cc1ncsc1CCSc1n[nH]c(=O)n1-c1ccccc1,-1.1,156,10.1%,-0.5%,1.1,156,19.1,99.3,80.1
CC1(C)CC(=O)C2=C(C1)N(Cc1cccnc1)C(=O)C2(NC(=O)c1cccnc1)C(F)(F)F (centres undefined),8.6,146,13.4%,-5.8%,-8.6,146,11.3,92.2,80.9
Cc1oc(-c2cccs2)nc1CS(=O)CC(=O)NCCCN1CC(C)CC(C)C1 (centres undefined),3.8,162,-44.1%,-6.8%,-3.8,162,-0.6,90.6,91.2
CCCCn1c(=O)n(CC(=O)Nc2ccc(C)c(Cl)c2)c(=O)c2c1ncn2Cc1ccco1,/,/,4.9%,-75.5%,/,/,3.1,101.2,98.1
Cc1nc2ccccn2c1C(=O)Nc1ccc2c(c1)OCCO2,-9.0,112,/,/,9.0,112,-2.3,90.5,92.7

# Structural class, the compounds so far with a CF3 group.
SMILES,IL1B NFkB inh,IL1B NFkB inh cell count 2 µM,PLAP inhibitors HTS,Bcl-B displacement,NFkB transloc pot,NFkB transloc pot cell count 2 µM,MRP resist rev,MRP resist rev cytotoxicity,MRP resist rev with doxorubicin
O=C(c1ccco1)N1CCN(Cc2ccccc2C(F)(F)F)CC1,-22.5,134,/,/,22.5,134,-2.0,86.6,88.7
CC1(C)CC(=O)C2=C(C1)N(Cc1cccnc1)C(=O)C2(NC(=O)c1cccnc1)C(F)(F)F (centres undefined),8.6,146,13.4%,-5.8%,-8.6,146,11.3,92.2,80.9

# Carrying on.
SMILES,IL1B NFkB inh,IL1B NFkB inh cell count 2 µM,PLAP inhibitors HTS,Bcl-B displacement,NFkB transloc pot,NFkB transloc pot cell count 2 µM,MRP resist rev,MRP resist rev cytotoxicity,MRP resist rev with doxorubicin
O=C(O)c1ccccc1C(=O)N(Cc1ccccc1)Cc1ccccc1,1.8,173,-60.8%,-10.6%,-1.8,173,3.4,94.5,91.1
O=C1CC(Nc2ccc(N3CCOCC3)cc2)C(=O)N1c1ccccc1 (centres undefined),-2.5,58,-0.6%,4.5%,2.5,58,-11.6,100.9,112.5
CCN(CC)S(=O)(=O)c1ccc(-n2cnnn2)c(C)c1,0.9,202,-16.8%,-0.3%,-0.9,202,4.2,87.8,83.6
CCC(=O)Nc1nc(OC)cc(OC)n1,-4.0,207,6.1%,-11.7%,4.0,207,-0.7,96.1,96.8
CCC(Oc1cc(Cl)ccc1Cl)C(=O)NN1C(=O)C2C3CCC(C3=C(C)C)C2C1=O (centres undefined),-23.6,142,8.9%,-0.5%,23.6,142,/,/,/
CC(C)(C)OC(=O)N1CCC[C@H]1c1nnc(SCc2c(F)cccc2Cl)o1,-28.5,60,-63.5%,3.2%,28.5,60,8.4,82.0,73.7
